# Mtb RmlCD inh – blocks M. tuberculosis RmlC and RmlD coupled enzymes | P9WH09+P9WH11 | inhibition, % at 3.6 µM | AID 1533 | RmlC+RmlD coupled enzyme assay, percent inhibition; primary screen in compound mixtures | hit rate 0.03% among 160,000; in the data active = inhibition mostly above about 34%, no sharp cut-off; inconclusive = no clear call, values can overlap the other calls; inactive = mostly below about 22%; note: some results filed as inactive read as strong as hits
# Target sequence (P9WH09 whole entry, looked up): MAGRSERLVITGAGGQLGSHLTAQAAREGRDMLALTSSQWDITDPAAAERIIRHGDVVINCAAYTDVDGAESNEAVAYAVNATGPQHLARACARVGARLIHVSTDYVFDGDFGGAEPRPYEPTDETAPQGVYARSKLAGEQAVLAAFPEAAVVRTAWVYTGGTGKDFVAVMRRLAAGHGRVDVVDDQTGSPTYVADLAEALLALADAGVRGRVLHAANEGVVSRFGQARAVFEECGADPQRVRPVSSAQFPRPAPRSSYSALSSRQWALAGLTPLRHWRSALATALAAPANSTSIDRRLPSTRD
# Target sequence (P9WH11 whole entry, looked up): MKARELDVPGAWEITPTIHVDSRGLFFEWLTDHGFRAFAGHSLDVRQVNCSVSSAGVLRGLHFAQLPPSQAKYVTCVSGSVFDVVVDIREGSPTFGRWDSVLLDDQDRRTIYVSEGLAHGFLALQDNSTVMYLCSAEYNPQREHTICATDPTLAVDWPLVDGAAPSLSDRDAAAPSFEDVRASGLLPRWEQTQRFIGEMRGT
# M. tuberculosis GlmU – inhibition of mycobacterial GlmU enzyme – biochemical, glucosamine-1-phosphate acetyltransferase (AID 1376). M. tuberculosis GlmU acetyltransferase enzyme assay; higher % means a stronger effect. inhibition, %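 (tested at 30 µM in the primary screen)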, or IC50 in µM where a hit was titrated. hit rate 0.25% among 220,000; in the data active = inhibition above about 13%; inconclusive = no clear call, values can overlap the other calls;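 note: 0% = complete reaction with vehicle and 100% = reaction without substrate; strong numbers were not always called active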
# The depositor's hits bear a star; ? = inconclusive; / = not tested or not shown.
SMILES,Mtb RmlCD inh,M. tuberculosis GlmU
COc1cc(NC(=O)c2ccccc2)c(OC)cc1NC(=O)CN1CCN(c2ccccn2)CC1,-5,1.1%
CCOC(=O)C1=C(CC)Nc2ccccc2N=C1NC(=O)Nc1ccccc1OC,4,5.6%
CCCCn1c(CNC(=O)C23CC4CC(CC(C4)C2)C3)nnc1SCC(=O)Nc1nnc(C)s1,-9,0.2%
N#Cc1nc(Cc2ccccc2)oc1N1CCC(Cc2ccccc2)CC1,/,0.3%
CCOC(=O)Cc1nnc(NC(=O)C(CC)Sc2nc(C)cc(C)n2)s1 (stereo unspecified),1,2.9%
CCc1c(C)sc(NC(=O)CSc2nc3c(c(C(F)(F)F)n2)CCc2ccccc2-3)c1C#N,-4,-2.0%
CC(C)N(CCCNC(=O)c1ccc(N2CCCC2=O)cc1)Cc1ccccc1,-11,11%
Cc1ccc(CNCC2CCCO2)s1 (stereo unspecified),5,5.4%
COc1ccccc1NC(=O)N1CCCC(c2nc3c(nnn3Cc3ccc(C)cc3)c(=O)[nH]2)C1 (stereo unspecified),6,2.8%
Cc1ccc(C(=O)NCC(=O)OCC(=O)NCC(F)(F)F)cc1,11,-0.4%
Cn1c(SCC(=O)NCc2ccc3c(c2)OCO3)nnc1-c1cc2ccccc2cc1O,-10,-2.7%
CCCN(CCC)CC(=O)N1CC(=O)Nc2ccccc21,10,/
COc1ccc2[nH]c(C)c(CN3CCCCC3)c(=O)c2c1,/,4.3%
O=C(Oc1ccc(Br)cc1)C1CC(=O)N(c2ccc(F)cc2)C1 (stereo unspecified),/,0.7%
CCN1C(=O)/C(=C\c2ccc(-c3ccc([N+](=O)[O-])cc3OC)o2)SC1=Nc1cccc(C(=O)O)c1,8,3.2%
Cc1nn(C)c(Cl)c1CN1CCN(CC(C)C)C(CCO)C1 (stereo unspecified),-3,0.0%
CC(O)CN(C)CC/C=C1/c2ccccc2CSc2ccccc21 (stereo unspecified),-1,0.2%
Cc1cccc(NC(=O)CN(C)S(=O)(=O)c2cnc[nH]2)c1,/,1.7%
COc1ccc(C(=O)Nc2ccc(C(=O)NCCc3ccccc3)cc2)cc1,8,7.6%
O=[N+]([O-])c1ccc(N2CCN(C(=S)Nc3ccc(F)cc3)CC2)cc1,34,-3.2%
CCN(C(=O)COC(=O)c1cn(-c2ccccc2)nc1-c1ccccc1)C1CCS(=O)(=O)C1 (stereo unspecified),-9,8.1%
CCc1nccn1Cc1cc(C=O)ccc1OC,/,4.4%
O=[N+]([O-])c1cc2c(c(CSc3nnc4ccccn34)c1)OCOC2,10,-5.4%
COc1ccc(CCNC(=O)C(C(=O)c2ccccc2)n2ccccc2=O)cc1OC (stereo unspecified),79,1.2%
Cn1nnnc1SCCNCc1ccccc1OCc1ccc(F)cc1,14,-4.9%

# The list goes on, overlapping the part above by 3 compounds.
SMILES,Mtb RmlCD inh,M. tuberculosis GlmU
O=[N+]([O-])c1cc2c(c(CSc3nnc4ccccn34)c1)OCOC2,10,-5.4%
COc1ccc(CCNC(=O)C(C(=O)c2ccccc2)n2ccccc2=O)cc1OC (stereo unspecified),79,1.2%
Cn1nnnc1SCCNCc1ccccc1OCc1ccc(F)cc1,14,-4.9%
COC(=O)[C@@H](NC(=O)NCc1ccco1)C(C)C,3,-1.2%
CCC1CCCCN1C(=S)NC1CCCCC1 (stereo unspecified),-1,4.6%
Cc1cccc(SC2CCN(Cc3nc(CC4CC4)no3)CC2)c1,/,0.3%
CN1CCN(S(=O)(=O)c2ccc(NC(=O)Nc3cccc(Cl)c3)cc2)CC1,/,-3.5%
CCOc1ccc(N(CCCCO)C(=S)NC(=O)c2ccc(C)c(Br)c2)cc1,2,0.0%
Cc1ccccc1N=C1N=C(N)c2ccccc21,4,0.0%
CCSc1nccc(-c2nn(-c3ccc(C)cc3)ccc2=O)n1,/,-6.9%
O=C(c1ccncc1)c1ccc(N2CCN(C3CC(=O)N(Cc4cccs4)C3=O)CC2)cc1 (stereo unspecified),8,4.1%
CCC(C(=O)NCc1ccc(F)cc1)N(Cc1ccco1)C(=O)c1snc(C(N)=O)c1N (stereo unspecified),18,7.5%
CC(C)OC(=O)CSc1nc2cc3c(cc2cc1C#N)OCO3,/,0.7%
Cc1ccc(C(=O)N2c3ccc(F)cc3CCC2C)o1 (stereo unspecified),/,2.9%
COCCn1c(SCC(=O)Nc2cc(C)on2)nc2c(c1=O)SC(C)C2 (stereo unspecified),-18,1.9%
O=C(CCC(=O)NC1CCCCCCC1)Nc1nnc(C(F)(F)F)s1,-1,2.3%
O=S(=O)(NCC1CCCO1)c1ccc2ccccc2c1 (stereo unspecified),-1,6.4%
C=CCn1c(=S)[nH]c2ccccc2c1=O,30,2.6%
O=C(/C=C/c1ccccc1[N+](=O)[O-])NCCCn1ccnc1,3,-4.3%
CC(NC(=O)CSc1ncccn1)c1ccccc1 (stereo unspecified),/,3.6%
CCC(=O)N1CC2(CC(c3cccc(NC(=O)CC(c4ccccc4)c4ccccc4)c3)=NO2)C[C@H]1C(N)=O (stereo partly specified),11,2.9%
Cc1ccc(S(=O)(=O)NNC(=O)c2cc(C)cs2)cc1,-11,5.7%
Cn1c(=O)cc(SCC(=O)N2CCN(c3ccccc3)CC2)c2ccccc21,/,-1.6%
Cc1ccc(NC(=O)Cn2c(=O)c(C)nc3ccccc32)cc1,-13,4.2%
COCCCNCCCCOc1ccccc1-c1ccccc1,/,-2.0%
CCCCN(CC)C(=S)Nc1ccc2nc(N3CCN(C)CC3)cc(C)c2c1,6,-5.5%
O=C(c1ccc(COc2ccccc2Br)o1)N1CCN(c2ccccn2)CC1,7,2.7%
CCc1ccccc1NC1c2ccccc2C(=O)N1Cc1ccco1 (stereo unspecified),-5,3.0%

# Structures listed so far that contain an NH in an aromatic ring:
SMILES,Mtb RmlCD inh,M. tuberculosis GlmU
COc1ccccc1NC(=O)N1CCCC(c2nc3c(nnn3Cc3ccc(C)cc3)c(=O)[nH]2)C1 (stereo unspecified),6,2.8%
COc1ccc2[nH]c(C)c(CN3CCCCC3)c(=O)c2c1,/,4.3%
Cc1cccc(NC(=O)CN(C)S(=O)(=O)c2cnc[nH]2)c1,/,1.7%
C=CCn1c(=S)[nH]c2ccccc2c1=O,30,2.6%

# Next records:
SMILES,Mtb RmlCD inh,M. tuberculosis GlmU
NS(=O)(=O)c1ccc(NC(=O)COC(=O)c2cc3ccccc3cc2O)cc1,-6,0.3%
COc1ccc([N+](=O)[O-])cc1NC(=O)CN(C)S(=O)(=O)c1ccccc1,0,2.3%
CCOC(=O)c1c(NC(=O)c2c(C)noc2C)sc2c1CCCCC2,-1,2.1%
Cc1cc(C(=O)Cn2nnc3ccccc3c2=O)c(C)n1-c1ccccc1F,/,4.0%
O=C(c1ccc2c3n(nc2c1)-c1ccc(Cl)cc1CO3)N1CCCCC1,-3,-3.4%
O=C(Cn1nnc(-c2ccccc2NC(=O)c2ccco2)n1)Nc1ccccc1,4,-0.8%
Cc1ccc(NC(=O)c2ccccc2-c2ccc(C(F)(F)F)cc2)cc1S(=O)(=O)N1CCOCC1,-9,1.6%
CCC(=O)Nc1ccc(C(=O)Nc2ccc(OC)cc2[N+](=O)[O-])cc1,7,-6.0%
COc1ccc(C(=O)N2CCC(C(=O)Nc3ccc(C)cc3)CC2)cc1,8,2.8%
O=C1c2ccccc2CN1CCSC(=S)N1CCSCC1,-3,-1.4%
COc1cccc(C(C(=O)NC(C)(C)C)N(Cc2ccco2)C(=O)CCC(=O)Nc2cc(C)on2)c1OC (stereo unspecified),6,-3.9%
COc1ccc(C(=O)Nc2cc(=O)n(C)c(=O)n2C)cc1OC,11,7.3%
CCN1C(=O)c2ccccc2Sc2ccc(C(=O)N3CCC4(CC3)OCCO4)cc21,-4,/
CC1(C)OC(c2ccccc2)=C/C(=C\C=N\NC(=O)c2ccncc2)O1,/,-2.7%
CC1CC1c1ccc(/C=C(\C#N)C(=O)Nc2cc(Cl)ccc2Cl)o1 (stereo unspecified),-12,5.0%
O=C1N/C(=C/c2cccn2-c2ccccc2)C(=O)N1Cc1ccc(F)cc1,-8,1.5%
CN1C(=O)/C(=C\c2cc(Br)cs2)c2ccccc21,8,-3.9%
CCOc1ccc(C(=O)C[n+]2ccc(C(=O)NCc3ccccc3)cc2)cc1,-26,-12%
COc1ccc(CCNC(=O)C2CCN(S(=O)(=O)c3cccc4nonc34)CC2)cc1OC,6,-1.6%
CC1(C(=O)NC(=S)N(Cc2ccccc2)c2ccccn2)CC1(Cl)Cl (stereo unspecified),/,-2.4%
CC(OC(=O)C(C)N1C(=O)C2C3C=CC(C4CC34)C2C1=O)C(=O)c1ccccc1 (stereo unspecified),-7,3.5%
CCNC(=S)N(CCc1cccc(C)c1)Cc1cc2cc(OC)c(OC)cc2[nH]c1=O,?,5.0%
Cc1ccc(Cn2ccc(NC(=O)C3C4CCC(C4)C3C(=O)O)n2)cc1 (stereo unspecified),-3,-3.6%
CSc1nnc2c(n1)c(C)nn2-c1cccc(C)c1,/,4.9%
Clc1ccc(CONc2ncnc3nonc23)c(Cl)c1,11,-1.8%
# Following part.
SMILES,Mtb RmlCD inh,M. tuberculosis GlmU
CC(=O)c1ccc2c(c1)OCCOCCOCCO2,-9,-0.9%
COc1ccc(NC(=S)NCCSc2ccc(C)cc2)c(OC)c1,/,2.0%
CC(=O)N1CCC(=NNc2nc3ccccc3s2)CC1,4,6.4%
CCOC(=O)CC1C(=O)NCCN1S(=O)(=O)c1ccc(Cl)cc1Cl (stereo unspecified),4,1.4%
CCOC(=O)c1nc(C)nc(Sc2n[nH]c(-c3cc(Cl)cc(Cl)c3)n2)c1C,-9,4.6%
CCOC(=O)N1CCN=C1SCc1ccc(C(F)(F)F)cc1,?,-3.0%
CC1=C(n2nnc([N+](=O)[O-])n2)C(c2cccnc2)C(C#N)=C(N)O1 (stereo unspecified),-9,6.1%
COc1ccccc1Nc1ccc(C(=O)NCc2cccs2)cn1,33,7.0%
COc1cccc(C(C(=O)NCc2ccco2)N(C(=O)Cn2nnc3ccccc32)C2CC2)c1OC (stereo unspecified),/,2.3%
O=C1CSC(c2ccccc2F)N1CCN1CCCCC1 (stereo unspecified),/,-1.0%
COc1ccc(OC)c(C2NC(=S)NC(C)=C2C(=O)Nc2ccccn2)c1 (stereo unspecified),/,-5.6%
Cc1ccc(-n2c(=O)c3sccc3n(CC(=O)N3CCCC3)c2=O)cc1,/,-0.4%
Cc1cc(=O)c2c(o1)CC(C)(C)CC2=O,5,0.5%
Cc1ccc2oc(Nc3nc(-c4ccccc4)cc(=O)[nH]3)nc2c1,11,-1.2%
COc1ccc(S(=O)(=O)NNC(=O)c2cc3ccccc3o2)cc1,/,0.0%
Cc1nc(N)sc1-c1csc(Nc2ccc(Cl)cn2)n1,23,3.6%
Cn1c(CC(=O)Nc2ccc(Cl)c(Cl)c2)nnc1SCC(=O)NCc1ccccc1,64,0.0%
CN1C(=O)[C@@H]2[C@@H]3C[C@@H]([C@H]4ON=C(c5ccccc5OCC#N)[C@@H]34)[C@@H]2C1=O,2,-4.9%
CSc1ccccc1N1CCN(C(=O)Nc2ccc3c(c2)NC(=O)CO3)CC1,0,-1.2%
COc1cc(/C=N/NC(=O)COc2cc(C)cc(C)c2)ccc1OS(=O)(=O)c1ccc(C)cc1,3,-2.6%
Cc1cc(C)c(NC(=O)CN2CCC(NC(=O)NC3CCCCC3)CC2)c(C)c1,17,7.8%
Cn1cc(S(=O)(=O)N2CCN(Cc3ccccc3)CC2)c(=O)n(C)c1=O,3,-1.7%
Cc1cc(C)cc(NC(=O)CSCc2nc3c(nnn3Cc3ccc(F)cc3)c(=O)[nH]2)c1,/,-1.6%
O=[N+]([O-])c1ccc(NCCCO)c(C(F)(F)F)c1,8,-3.5%
CCOc1ccccc1C(=O)N[C@H](C(=O)OCc1cc([N+](=O)[O-])cc2c1OCOC2)C(C)C,-1,0.9%
# Going on with the list.
SMILES,Mtb RmlCD inh,M. tuberculosis GlmU
O=C1NCCCC1C(=O)NCCN1C(=O)CCC1=O (stereo unspecified),6,7.0%
Cc1ccc(/C=N/N2CCN(Cc3cccc4ccccc34)CC2)o1,1,-1.4%
CCN(CC)S(=O)(=O)c1ccc(N2CCOCC2)c(NC(=O)C(=O)c2c(-c3ccccc3)cc3ccccn23)c1,-2,6.8%
NS(=O)(=O)c1ccc(-c2ccc(/C=C3\C(=O)Nc4cc(Cl)ccc43)o2)cc1,/,7.2%
CCNC(=O)C1(c2ccccc2)CCCC1,-2,4.3%
O=c1c(-c2ccc(Cl)cc2)coc2c(CN3CCOCC3)c(O)ccc12,-6,8.9%
COc1ccc(-n2c(=O)c(NC(=O)c3ccccc3)c3n(c2=S)CCCCC3)cc1,-8,0.3%
O=C(Cn1cnc2c(nnn2Cc2ccc(F)cc2)c1=O)NCc1ccccc1,7,5.6%
Cc1onc(C(=O)N2CCOCC2)c1[N+](=O)[O-],1,-4.1%
O=C(O)/C=C/C(=O)NNc1ccc([N+](=O)[O-])cc1,9,6.2%
O=C(Nc1ccc(Br)cc1)N1CCCCC1,4,3.5%
Cc1ccc(S(=O)(=O)NCCSCc2ccccc2)cc1,/,1.5%
CCOC(=O)N1C2C=C(C)[C@@H]2[C@@H]2CC(=O)N21 (stereo partly specified),/,6.1%

# Single records, as listed above. Values in the order: Mtb RmlCD inh | M. tuberculosis GlmU
# `CC(=O)c1ccc2c(c1)OCCOCCOCCO2` in the list: -9 | -0.9%
# `Cc1ccc(/C=N/N2CCN(Cc3cccc4ccccc34)CC2)o1` in the list: 1 | -1.4%
# `Cc1cccc(NC(=O)CN(C)S(=O)(=O)c2cnc[nH]2)c1` in the list: / | 1.7%
# `COc1ccc2[nH]c(C)c(CN3CCCCC3)c(=O)c2c1` in the list: / | 4.3%
# `CCc1c(C)sc(NC(=O)CSc2nc3c(c(C(F)(F)F)n2)CCc2ccccc2-3)c1C#N` in the list: -4 | -2.0%

# A portion of the library; count on the stated rates, not on these rows.
